aGal spleen mod = alpha-galactosidase A (human) modulation | human spleen homogenate, 4MU-alpha-Gal fluorescence, 40 min | P06280 | AID 2107 | Potency, µM (series often up to 80 µM), without a hit: at the top dose activity change, negative = inhibition, most hits filed as inhibitors | hit rate 0.008% among 240,000;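 note: 0% = enzyme with vehicle and -100% = no enzyme basal signal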
Target sequence (P06280 32-429 limits assumed): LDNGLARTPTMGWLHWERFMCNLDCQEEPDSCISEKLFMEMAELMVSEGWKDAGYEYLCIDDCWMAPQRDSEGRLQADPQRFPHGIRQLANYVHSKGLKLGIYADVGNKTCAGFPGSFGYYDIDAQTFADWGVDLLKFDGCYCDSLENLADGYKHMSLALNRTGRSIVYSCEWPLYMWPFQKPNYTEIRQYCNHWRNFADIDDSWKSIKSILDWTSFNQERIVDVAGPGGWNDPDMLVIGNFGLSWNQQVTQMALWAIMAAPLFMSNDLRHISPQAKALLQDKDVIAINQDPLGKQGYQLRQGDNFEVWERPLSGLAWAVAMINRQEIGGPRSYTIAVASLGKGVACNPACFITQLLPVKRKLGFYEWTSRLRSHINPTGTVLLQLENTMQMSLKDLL
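Fluorogenic readout (Ex 365/Em 440 nm) of 4-methylumbelliferone released from 1 mM 4-MU-alpha-galactoside by spleen homogenate, 40 min at 37C, pH 5.0. Data normalized to no-enzyme and enzyme controls; Hill-equation AC50 from compound titrations.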
Tau fluor cs = counter-screen for tau fibril formation inhibitors; tau K18 P301L Alexa594 fluorescence, heparin fibrillization; Potency, µM (series often up to 57.7 µM), inactives show at the highest dose activity change, negative = decrease; hit rate 0.93% among 280,000; note: % is set by controls: 0 for no effect and ±100 for the full control effect; nearly all actives have a fitted effect of over 55% in size
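Human K18 P301L tau (15 uM unlabeled plus 0.24 uM Alexa 594-labeled, final) in 100 mM sodium acetate pH 7 was mixed with compound and 20 uM heparin and incubated 6 hr at 37 C.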
GAA glycogen mod = alters human alpha-glucosidase cleavage of glycogen. P10253. recombinant GAA, glycogen substrate, Amplex Red glucose oxidase fluorescence. Potency, µM (doses to about 76.4 µM), inactives show at the highest dose activity change, negative = inhibition, hits mostly inhibitors. hit rate 0.38% among 300,000. AID 2100;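 note: 0% = full enzyme reaction and -100% = no-enzyme basal signal; the screen sought inhibitors and activators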
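qHTS, 1536-well; enzyme 4 nM final; cpd up to 77 uM; substrate bovine liver glycogen 30 ug; 50 mM citrate/phosphate pH 5.0, 0.01% Tween-20; 37 C, 40 min; Amplex Red detection 45 min RT; Hill fit → AC50.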
GAA spleen mod = inhibits or activates alpha-glucosidase in human spleen homogenate; P10253; human spleen homogenate, 4-MU-alpha-glucoside fluorescence; Potency, µM (titrated, usually from 79.9 µM), for the others: at the top dose activity change, negative = inhibition, usual class: inhibitors; hit rate 0.006% among 240,000; AID 2112;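 note: 0% = enzyme with vehicle and -100% = no enzyme basal signal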
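Human spleen homogenate (1 ug) with 4-methylumbelliferyl-alpha-D-glucopyranoside (1 mM final) in 50 mM citrate/phosphate pH 5.0, 0.01% Tween-20; 40 min at 37 C. Stopped at pH 10; 4-MU fluorescence Ex 365/Em 440 nm; AC50 by Hill fit.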
Tau fibril ThT = blocks human tau fibril formation measured by thioflavin T; P10636; recombinant tau K18 P301L, heparin-induced fibrillization, ThT fluorescence; Potency, µM (series often up to 57.4 µM), for inactives: at the highest dose activity, negative = inhibition, actives largely listed as inhibitors; hit rate 2.1% among 270,000; AID 1460; note: % is set by controls: 0 for no effect and ±100 for the full control effect; nearly all actives have a fitted effect of over 55% in size
Target sequence (P10636 561-689 P618L limits assumed): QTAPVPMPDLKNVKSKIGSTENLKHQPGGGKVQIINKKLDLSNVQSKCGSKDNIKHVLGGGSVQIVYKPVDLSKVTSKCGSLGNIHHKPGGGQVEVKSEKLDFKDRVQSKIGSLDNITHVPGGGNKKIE
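Fibril formation assay: tau K18 P301L at 15 uM with trace Alexa 594 label, heparin inducer 20 uM, pH 7 sodium acetate buffer, 37 C for 6 hr; endpoint ThT signal.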
HTT ATP protect = cytoprotection in Huntington HTT-Q103 PC12 cell model. PC12 HTT-Q103 induced, cytoprotection, ATP luminescence, 40 h. Potency, µM (top dose mostly 56.4 µM), without a hit: cytoprotection (ATP increase), usual class: activators. hit rate 0.14% among 230,000. AID 1471;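 note: % of control where 0% means no effect; nearly all actives have a fitted effect of over 45% in size; toxic huntingtin expression switched on by the ecdysone agonist tebufenozide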
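PC12 cells stably carrying ecdysone-inducible Htt exon 1 (Q103)–GFP were induced with 100 nM tebufenozide (final) alongside library compounds in a dose series. Cytoprotection was scored as retained ATP by ATPlite luminescence.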
GAA inh = alpha-glucosidase (human) inhibition | P10253 | purified human GAA, 4-MU-alpha-glucoside fluorescence | Potency, µM (top dose mostly 76.9 µM), for inactives: at the top dose activity change, negative = inhibition, most hits filed as inhibitors | hit rate 0.005% among 200,000;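 note: plate controls were uninhibited enzyme wells for no effect and no-enzyme background for full effect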
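Human alpha-glucosidase, 4 nM, pre-mixed with test compounds before 400 uM 4-methylumbelliferyl substrate; 20 min room temperature at pH 5.0. Fluorescence read after pH 10 stop; AC50 values from Hill-equation fits.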
Tau fibril FP = inhibitors of human tau fibril formation; P10636; K18 P301L tau heparin fibrillization, Alexa594 FP, 6 h; Potency, µM (series often up to 57.7 µM), for inactives: at the highest dose activity, negative = inhibition, most hits filed as inhibitors; hit rate 0.39% among 280,000; AID 1468; note: % is set by controls: 0 for no effect and ±100 for the full control effect; nearly all actives have a fitted effect of over 55% in size
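Human K18 P301L fragment (15 uM unlabeled plus 0.24 uM Alexa 594-labeled) in 100 mM sodium acetate pH 7 with compound, aggregation induced by 20 uM heparin for 6 hr at 37 C. ThT (30 uM) added for 1 hr, then Alexa 594 FP read.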
Numbers without * were called inactive; ? = inconclusive; / = not tested or not shown; & = joins results of further samples; [ ] = dose if it differs, or a comment. Calls come from the whole dose curve; as a rule, active = well fitted curve in the direction sought with a large enough effect; inconclusive = small, poorly fitted or top-dose-only effect, or another doubt; inactive = no such curve, though single readings can be large; an effect the other way counts as inactive or inconclusive. Potency is the fitted concentration of half-maximal effect.

no.	canonical_smiles	aGal spleen mod	Tau fluor cs	GAA glycogen mod	GAA spleen mod
1	CN(C)Cc1ccccc1Sc1ccc(Br)cc1	-5%	4%	11%	-3%
2	O=C(OC1Cc2c(O)cc(O)cc2OC1c1cc(O)c(O)c(O)c1-c1c(C2Oc3cc(O)cc(O)c3CC2O)cc(O)c(O)c1O)c1cc(O)c(O)c(O)c1 (configuration not stated)	5%	13µM*[quencher]	/	2%
3	CCCN1C(=S)SC(C)(C)C1/[N+]([O-])=C/c1ccc(S(=O)(=O)NC)cc1 (configuration not stated)	1%	-15%	4%	8%
4	O=C(O)c1ccc(NC(=O)c2cn(-c3ccccc3)nc2-c2ccc(Br)cc2)cc1	-18%	-18%&-30%	-12%	-17%
5	CN(C)N1C(N)=C(C#N)C(c2cccnc2)C2=C1CC(C)(C)CC2=O (configuration not stated)	-2%	-5%	-14%	-7%
6	c1ccc(Cn2nnc3c(N4CCC5(CC4)OCCO5)ncnc32)cc1	-18%	-8%	-2%	4%
7	COc1ccc(Cl)cc1NC(=O)Cn1nnc2sc(-c3ccccc3)cc2c1=O	/	?	-4%[76.3 µM]	/
8	Cc1cc(NC(=O)CSc2nc3ccccc3c(=O)n2CCCC(=O)NCc2ccccc2)n[nH]1	-5%	-10%	-3%	18%
9	CCOC(=O)c1ccccc1NC(=O)Nc1cc2c(cc1N1CCCCC1)n(C)c(=O)n2C	/	-8%	12%[76.3 µM]	/
10	O=C(NCc1ccncc1)c1nc(-c2ccc(C(F)(F)F)cc2)no1	4%	4%	-11%	-4%

no.	Tau fibril ThT	HTT ATP protect	GAA inh	Tau fibril FP
1	-1%	/	-11%	0%
2	18µM*	/	/	?
3	-12%	-14%[10 µM]	0%[15.4 µM]	-2%
4	?	-51%	5%	?
5	-5%	-2%	4%	-6%
6	-5%	-20%[10 µM]	-11%	-1%
7	?	/	/	9%
8	5%	0%	?	-2%
9	-2%	/	/	-7%
10	7%	-47%[inhibitor]	9%	-5%

Entries of single compounds, quoted from the list.
Profile of `CN(C)N1C(N)=C(C#N)C(c2cccnc2)C2=C1CC(C)(C)CC2=O` (configuration not stated) → aGal spleen mod: -2%; Tau fluor cs: -5%; GAA glycogen mod: -14%; GAA spleen mod: -7%; Tau fibril ThT: -5%; HTT ATP protect: -2%; GAA inh: 4%; Tau fibril FP: -6%
Profile of `CN(C)Cc1ccccc1Sc1ccc(Br)cc1` → aGal spleen mod: -5%; Tau fluor cs: 4%; GAA glycogen mod: 11%; GAA spleen mod: -3%; Tau fibril ThT: -1%; HTT ATP protect: /; GAA inh: -11%; Tau fibril FP: 0%

Remaining list, next part.
no.	canonical_smiles	aGal spleen mod	Tau fluor cs	GAA glycogen mod	GAA spleen mod
11	CCOc1ccccc1N1CC(c2nc3ccccc3n2CCCOc2ccccc2OC)CC1=O (configuration not stated)	/	-3%	-14%[76.3 µM]	/
12	Cc1ccc(/C=N/Nc2nncc(-c3ccccc3)n2)o1	-1%	-14%	-14%	-6%
13	COc1cccc(OC)c1C(=O)Oc1ccc2c(c1)O/C(=C\c1ccncc1)C2=O	2%	-29%	-3%	8%
14	COc1ccc(-c2cc(OC)c3ccccc3n2)cc1	5%	-27%	-1%	8%
15	CC(NC(=O)C1(c2cccs2)CCOCC1)c1ccccc1 (configuration not stated)	3%	3%&19%	2%	0%
16	COc1ccc(Cl)cc1NC(=O)C(OC)c1ccccc1 (configuration not stated)	-21%	13%	-20%	2%
17	C=CCN1C(=O)/C(=C/c2ccccc2)S/C1=N/c1nccs1	3%	-13%	-3%	-16%
18	CCN(CC)c1ccc(/C=N/NC(=S)NC)c(O)c1	6%	?	-26%	-19%
19	CCOc1ccc(NC(=O)CCNS(=O)(=O)c2cccc3nonc23)cc1	/	-10%	-10%&-4%[76.3 µM]	/
20	CSCCC(NC(=O)/C(=C\c1ccc(Cl)cc1)NC(=O)c1ccccc1)C(=O)O (configuration not stated)	1%	12%	12%	0%

no.	Tau fibril ThT	HTT ATP protect	GAA inh	Tau fibril FP
11	-18%	/	/	-3%
12	?	-31%[inhibitor]	-1%	-3%
13	?	8%[10 µM]	-3%	-9%
14	?	/	-8%	-15%
15	-1%&10%	15%[10 µM]	4%	0%&5%
16	9%	1%[10 µM]	7%	1%
17	-5%	/	-2%	-7%
18	?	-43%[inhibitor]	4%	10%
19	-11%	/	/	0%
20	2%	0%	6%	3%

3 compounds already listed, ordered by number of heavy atoms, low to high:
no.	canonical_smiles	aGal spleen mod	Tau fluor cs	GAA glycogen mod	GAA spleen mod
16	COc1ccc(Cl)cc1NC(=O)C(OC)c1ccccc1 (configuration not stated)	-21%	13%	-20%	2%
15	CC(NC(=O)C1(c2cccs2)CCOCC1)c1ccccc1 (configuration not stated)	3%	3%&19%	2%	0%
11	CCOc1ccccc1N1CC(c2nc3ccccc3n2CCCOc2ccccc2OC)CC1=O (configuration not stated)	/	-3%	-14%[76.3 µM]	/

no.	Tau fibril ThT	HTT ATP protect	GAA inh	Tau fibril FP
16	9%	1%[10 µM]	7%	1%
15	-1%&10%	15%[10 µM]	4%	0%&5%
11	-18%	/	/	-3%

Following part
no.	canonical_smiles	aGal spleen mod	Tau fluor cs	GAA glycogen mod	GAA spleen mod
21	COc1cccc(Oc2c(C)oc3c(CN4CCCC4)c(O)ccc3c2=O)c1	?	4%	3%	23%
22	CCOC(=O)c1cnc2ccccc2c1Nc1ccc2c(c1)OCCO2	-6%	-23%	5%	-2%
23	NC(=O)C(c1ncc(C(F)(F)F)cc1Cl)c1c(Cl)cccc1Cl (configuration not stated)	-5%	0%	0%	-13%
24	C=CCN(c1ccccc1C(=O)O)S(=O)(=O)/C=C/c1ccccc1	-13%	-4%	8%	4%
25	O=C(c1ccc(Cl)c(S(=O)(=O)N2CCCC2)c1)N1CCN(c2ccccn2)CC1	6%	-11%	7%	1%
26	O=c1/c(=C/c2cn(-c3ccccc3)nc2-c2ccc(F)cc2)sc2nc3ccccc3n12	?	-10%	-2%	2%
27	Cc1cccc(C)c1NC1=NC(=S)N(c2ccc(C(=O)O)cc2)C12CCCCC2	0%	13%	6%	-7%
28	Cc1ccc(C)c(NC(=O)CCc2nc3cccnc3n2Cc2cccs2)c1	/	-4%	-1%[76.3 µM]	/
29	CC1=C(C)CC(C(=O)c2ccc(C)cc2)C(C(=O)O)C1 (configuration not stated)	4%	-7%	-8%	5%
30	Cc1ccc(C)c(C(=O)NC2CC(C)(C)NC(C)(C)C2)c1	10%	18%	4%	4%

no.	Tau fibril ThT	HTT ATP protect	GAA inh	Tau fibril FP
21	2%	12%[10 µM]	/	2%
22	?	-8%[10 µM]	-12%	3%
23	-1%	9%	4%	-6%
24	-2%	-16%	2%	0%
25	-11%	3%	-2%	0%
26	-9%	1%	-4%	-6%
27	4%	-15%	2%	-1%
28	-6%	/	/	7%
29	-10%	27%	-10%	4%
30	4%	2%	-4%	5%

(more compounds)
no.	canonical_smiles	aGal spleen mod	Tau fluor cs	GAA glycogen mod	GAA spleen mod
31	CCOC(=O)c1cc(C(=O)OCC)c2ccccn2c1=O	?	5%	6%	24%
32	CCOCCCn1c(=N)c(C(=O)NCC2CCCO2)cc2c(=O)n3cc(C)ccc3nc21 (configuration not stated)	/	-7%	-3%[76.3 µM]	/
33	CCOc1ccccc1NC(=O)COC(=O)CSc1ccc(Cl)cc1	-1%	-12%	6%	5%
34	COc1ccc(/C=N/NC(=O)Cn2cnc3c2c(=O)n(C)c(=O)n3C)c(OC)c1OC	-9%	-3%	-1%	-11%
35	CCCCn1cnc2c1c(=O)n(C)c(=O)n2C	16%	-1%	1%	-4%
36	Cc1cc(C)cc(NC(=S)N(Cc2cccc(Br)c2)CC2CCC(C(=O)O)CC2)c1 (configuration not stated)	-5%	-5%	4%	0%
37	COc1ccccc1N(CC(=O)NCCC1=CCCCC1)S(=O)(=O)c1ccccc1	5%	-8%	-17%	-1%
38	CS(=O)(=O)c1ccc2nc(NC(=O)c3cc(-c4ccccc4)nn3-c3ccccc3)sc2c1	12%	7%	-8%	-10%
39	COc1ccc([N+](=O)[O-])cc1NC(=O)C(C)N(C)Cc1cccc(OC)c1OC (configuration not stated)	-1%	?	16%	2%
40	COc1ccc(-c2nc3cc(NC(=S)NC(=O)Cc4ccccc4)ccc3o2)cc1	-1%	-25%	4%	1%
41	Cc1ccc(C(=O)N[C@@H](C)CN2C3=NC[C@H](C(C)C)N3C[C@H]2Cc2ccc(O)cc2)cc1Br	6%	-1%	-8%	5%
42	O=C(CCCN1C(=O)c2ccccc2C1=O)Nc1ccccc1C(=O)N1CCOCC1	5%	9%	-1%	2%
43	O=C1c2ccccc2C(=O)C12Cc1ccccc1N1CCN(c3ccccc3)CC12 (configuration not stated)	-3%	-5%	-5%	-1%

no.	Tau fibril ThT	HTT ATP protect	GAA inh	Tau fibril FP
31	-8%	13%	?	5%
32	1%	/	/	5%
33	?	/	4%	-5%
34	-1%	17%[10 µM]	/	6%
35	-8%	-12%[10 µM]	0%	9%
36	-8%	8%	0%	0%
37	-14%	-29%	?	-4%
38	5%	11%[0.074 µM]	-2%	-1%
39	-11%	-9%[10 µM]	-10%	3%
40	-2%	20%[10 µM]	-8%	?
41	9%	-33%[10 µM]	/	5%
42	1%	-11%	-1%	7%
43	-9%	-6%[0.074 µM]	-1%	7%

Bioassay records (PubChem BioAssay)

Random draw from the library; 3.3% or so of the library scored in one or more.
